Compound activity as filed in PubChem BioAssay.
D1 potentiator – Potentiators of Human D1 Dopamine Receptor: qHTS; D(1A) dopamine receptor (Homo sapiens), P21728; HEK293 TREx D1 cells, calcium flux, dopamine EC20 potentiation; potentiation, % at 10 µM; 360,000 compounds, 0.036% hits; AID 504651, 2011; in the data active = potentiation above about 30%; also: 0% is about no effect
Target sequence (P21728 whole entry, looked up): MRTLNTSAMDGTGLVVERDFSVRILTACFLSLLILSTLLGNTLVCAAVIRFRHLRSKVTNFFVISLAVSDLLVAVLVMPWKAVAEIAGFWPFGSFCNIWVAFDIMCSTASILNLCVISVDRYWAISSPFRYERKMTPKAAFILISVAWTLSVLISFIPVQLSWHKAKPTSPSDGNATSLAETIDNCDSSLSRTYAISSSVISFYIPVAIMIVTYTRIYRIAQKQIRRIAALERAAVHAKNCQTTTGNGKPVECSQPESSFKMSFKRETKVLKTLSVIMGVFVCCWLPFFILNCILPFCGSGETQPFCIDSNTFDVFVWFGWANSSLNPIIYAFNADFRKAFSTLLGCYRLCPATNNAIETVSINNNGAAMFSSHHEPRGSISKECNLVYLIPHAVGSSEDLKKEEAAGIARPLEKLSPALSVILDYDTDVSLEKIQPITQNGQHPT
D1 antagonist – Antagonist of Human D 1 Dopamine Receptor: qHTS | HEK293 TREx D1 cells, calcium flux, dopamine EC80; stronger effect = lower value | activity change, negative = inhibition, % at 10 µM | 360,000 compounds, 3.2% hits | AID 504652, 2011; in the data active = activity change below about -30%; also: % is scaled to controls: 0 for no effect and ±100 for the full control effect
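Antagonism measured as reduced calcium response to an EC80 dopamine addition following 180 s compound pre-read; cells were inducible HEK293 Trex D1 plated overnight at 30 C, read kinetically at 1 cycle/sec.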
RXFP1 antag – qHTS Assay for Antagonists of the Relaxin Receptor RXFP1 | Relaxin receptor 1 (Homo sapiens), Q9HBX9 | activity change, negative = inhibition, % at 57.5 µM | 350,000 compounds, 0.59% hits | HEK293-RXFP1, relaxin-stimulated cAMP HTRF, 30 min; stronger effect = lower value | AID 1259400, 2018;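 active = activity change of -60% or lower, but not beyond a set lower limit; inconclusive = change between -60% and -40%, or beyond the set limit; inactive = change above -40%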; also: % is scaled to controls: 0 for no effect and ±100 for the full control effect
RXFP1 ag – qHTS Assay for Agonists of the Relaxin Receptor RXFP1; Relaxin receptor 1 (Homo sapiens), Q9HBX9; HEK293T-RXFP1 cAMP TR-FRET, 30 min; response scale: percent of porcine relaxin response, buffer zero; Potency, µM (series often up to 57.5 µM), inactives show at the highest dose activation, actives largely listed as activators; 370,000 compounds, 0.3% hits; active = well fitted activation curve with a large enough effect; inconclusive = small, poorly fitted or top-dose-only effect; also: potency is read from the fitted curve at half-maximal effect; % is scaled to controls: 0 for no effect and ±100 for the full control effect; nearly all actives have a fitted effect of over 60% in size; many of its hits are not listed in these tables
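HEK293T cells stably expressing RXFP1 were pretreated with the PDE4 inhibitor Ro 20174, exposed to compounds for 30 min at 37C, lysed, and cAMP was read by TR-FRET. Data normalized to buffer (basal) and 29 nM porcine relaxin (100%).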
D1 ag – Allosteric Agonists of the Human D1 Dopamine Receptor: qHTS; HEK293 T-REx D1 cells, calcium flux, agonist mode; activation, % at 2 µM; 360,000 compounds, 1% hits; in the data active = activation above about 30%; also: 0% is about no effect
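Tetracycline-induced HEK293 TREx D1 cells, force-coupled to calcium signalling, were dye-loaded with a no-wash calcium kit. Compound was pin-added after a 10 s baseline. Fluorescence was read kinetically at 1 cycle/s for 180 s, with calcium rises flagged as agonism.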
TRHR enhancer – qHTS for Small Molecule Agonists and Allosteric Enhancers of Human TRH Receptor: Primary Screen for Enhancers | enhancement, % at 2 µM | 360,000 compounds, 0.66% hits | TRHR cells, fluo-8 calcium fluorescence, EC20 TRH enhancement; in the data active = enhancement above about 30%; also: 0% is about no effect
Target sequence (P34981 whole entry, looked up): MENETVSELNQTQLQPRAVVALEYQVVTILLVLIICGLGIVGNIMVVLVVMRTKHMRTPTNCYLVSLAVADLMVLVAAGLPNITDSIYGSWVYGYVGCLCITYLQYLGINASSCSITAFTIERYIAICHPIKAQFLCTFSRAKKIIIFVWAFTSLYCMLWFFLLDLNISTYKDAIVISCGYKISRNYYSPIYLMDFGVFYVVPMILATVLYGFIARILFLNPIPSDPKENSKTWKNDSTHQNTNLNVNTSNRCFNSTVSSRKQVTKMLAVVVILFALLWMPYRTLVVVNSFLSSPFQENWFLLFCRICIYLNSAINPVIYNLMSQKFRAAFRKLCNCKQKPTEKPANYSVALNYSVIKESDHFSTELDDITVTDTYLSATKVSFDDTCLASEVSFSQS
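TRHR-expressing cells loaded with fluo-8 calcium dye were read kinetically (ex 480/em 530) during compound addition, then stimulated with an EC20 of TRH (10 nM final). Enhancement of the Gq-mediated intracellular calcium response was scored.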
D2 potentiator – HTS Assay for Positive Allosteric Modulators of the Human D2 Dopamine Receptor: Primary Screen for Potentiators | D(2) dopamine receptor (Homo sapiens), P14416 | 340,000 compounds, 0.34% hits | AID 485347, 2010 | HEK293 T-REx D2, calcium flux, EC20 dopamine potentiation | potentiation, % at 10 µM;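 active = potentiation over 3 SD above the plate norm, cut at about 30% in these data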; also: 0% is about no effect
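Tetracycline-induced Hek293 Trex D2 cells, force-coupled to calcium, loaded with no-wash calcium dye. Compound added with 180 s kinetic read for agonism, then EC20 dopamine and a further 180 s read for potentiation.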
D2 antagonist – HTS Assay for Allosteric Antagonists of the Human D2 Dopamine Receptor: Primary Screen for Antagonists; inhibition, % at 10 µM; 340,000 compounds, 2% hits; HEK293 TREx D2 cells, calcium flux, dopamine EC80; AID 485344, 2010; D(2) dopamine receptor (Homo sapiens), P14416; in the data active = inhibition above about 30%; also: 0% is about no effect
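Cells plated overnight at 30 C with tetracycline; no-wash calcium dye, 30–90 min RT; 10 s baseline; compound pinned; 180 s read; EC80 dopamine added; another 180 s read.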
D2 agonist – HTS Assay for Allosteric Agonists of the Human D2 Dopamine Receptor: Primary Screen for Agonists; D(2) dopamine receptor (Homo sapiens), P14416; HEK293 T-REx D2 cells, calcium flux agonist mode; activation, % at 2 µM; 340,000 compounds, 0.53% hits; AID 485358, 2010;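 active = activation over 3 SD above normal in the single-dose calcium agonist read, cut at about 30% in these data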; also: 0% is about no effect
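Calcium-flux readout, 1 cycle/sec over 180 s following compound pin transfer, in inducible HEK293 Trex D2 cells (force-coupled); dopamine controls included. Positive calcium responses during this window marked compounds as potential agonists.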
Active calls of the source: *; ? = inconclusive; nt = not tested or not shown; & = joins results of further samples. Not all compounds are listed; the hit share may differ from the screen's.

SMILES	D1 potentiator	D1 antagonist	RXFP1 antag	RXFP1 ag	D1 ag	TRHR enhancer	D2 potentiator	D2 antagonist	D2 agonist
O=C(O)COCC(=O)Nc1ccc(OCCc2ccccc2)cc1	-4	0	-3	2.3%	5	4	-4	0	-0.3
CN(C)c1ccc(-c2nnc(-c3ccccc3F)o2)cc1	0	17	14	?	3	6	3	2	0.5
CCOc1cc(/C=N/NC(=O)Cn2nc([N+](=O)[O-])cc2C)cc(Br)c1OCc1ccccc1F	2	0	-13	-0.6%	1	-2	8	2	-0.4
COc1ccccc1N(C)S(=O)(=O)c1ccc(Cl)c(C(=O)NCc2cccnc2)c1	-1	-4	5	0.0%	1	3	6	-9	1.3
C/C(=N\NC(=O)c1ccc(Cl)cc1)c1cccc(NC(=O)C(C)C)c1	-3	9	-13	0.2%	0	-3	-17	-19	0.0
COc1ccc(NC(=O)CSc2nc(N)c(-c3ccccc3)c(=O)[nH]2)cc1	1	-2	24	-1.5%	2	-2	nt	nt	nt
CN(Cc1ccccc1)c1ccc(-c2nc(-c3ccccc3)no2)cc1[N+](=O)[O-]	-4	-54*	nt	4.1%	3	6	8	nt	nt
COc1cc(CC(=O)NC2CCCc3ccccc32)cc(OC)c1OC (configuration not stated)	0	-4	-6	2.4%	-3	-2	3	-12	-0.6
O=C1NC(=O)/C(=C/C(=O)N2CCOCC2)S1	-2	-6	-1	-0.1%	1	2	0	13	1.0
CN(CC(=O)Nc1cccc2c1CCCC2)S(=O)(=O)c1ccccc1	0	11	2	-0.2%	-2	-6	7	-23	0.6
S=C1N[C@H]2CCCC[C@@H]2N1	-11	-4	5	2.5%	2	2	-8	-29	0.4
COc1ccc2oc(C(=O)OCC(=O)NCCc3ccccc3)c(C)c2c1	-10	5	-4	0.4%	0	1	8	-14	-0.6
Cc1cccc(NC(=O)CSc2cc(C(=O)c3nccn3C)c3ccccc3n2)c1	-1	-26	14	2.7%	2	4	3	2	1.1
COCC(=O)N1CCC(Oc2ccc(C(=O)NC(C)c3nc(C)sc3C)cc2)CC1 (configuration not stated)	2	6	-5	3.3%	2	2	6	4	0.0
COc1ccc(-c2cc(N)n(S(=O)(=O)Cc3ccccc3)n2)c(OC)c1	-2	11	nt	0.4%	4	3	-17	-8	0.1
Nc1nn(-c2cccc(F)n2)cc1-c1ccccc1	1	-20	-11	0.3%	6	0	-4	8	-0.8
Cc1ccc(C(=O)NCC(c2ccc(F)cc2)N2CCOCC2)cc1 (configuration not stated)	2	5	-3	-5.8%	1	-2	-8	-8	-0.3
COc1ccc(NC(=O)NN(C(=O)c2ccccc2)C(C)(C)C)cc1	2	-11	nt	0.3%	8	-3	-14	-7	0.2
COCc1cc(C)nc(Nc2ccccc2C)c1C#N	-8	-3	-9	1.0%	4	9	15	-14	0.1
CCN(C(=O)CSc1nc2ccccc2n1CC(=O)NCc1ccc(OC)cc1)c1ccccc1	3	-2	nt	5.5%	35*	-1	-1	nt	nt
CN(C)S(=O)(=O)c1ccc2c(c1)C(CC(=O)O)OC2=O (configuration not stated)	3	0	6	-0.1%	3	-2	3	2	0.3
O=C(COC(=O)c1ccccc1O)Nc1cccnc1Cl	-7	0	9	1.5%	1	5	-1	16	0.0
CCn1c(SCC(=O)N/N=C/c2c[nH]c3ccccc23)nnc1-c1ccc(C(C)(C)C)cc1	1	0	-17	2.5%	1	-1	19	-4	-0.3
c1ccc(-c2cn(C[C@H]3CC[C@@H]([C@@H]4CC[C@H](Cn5cc(-c6ccccc6)nn5)O4)O3)nn2)cc1	-6	3	nt	1.2%	-2	11	2	-28	-0.9
O=C1CSC(c2ccccc2)N1CC(O)c1ccc([N+](=O)[O-])cc1 (configuration not stated)	-6	-18	-9	-1.8%	1	-4	-4	-1	1.0
CC(O)[C@H]1CC[C@H]2[C@@H]3CC[C@H]4C[C@H](O)CC[C@]4(C)[C@H]3[C@H](O)C[C@]12C (some centres not stated)	-3	-50*	nt	-0.9%	72*	-4	nt	nt	nt
Cc1cc(=O)c(C(=O)Nc2cccc(N3CCCC3=O)c2)nn1-c1ccccc1Cl	1	9	5	-0.2%	3	6	20	-23	0.4
O=C(CCS(=O)(=O)c1ccccc1)N1CCN(c2cccc(C(F)(F)F)c2)CC1	-10	-20	-7	2.7%	21	-6	-17	-25	0.0
Nc1cc(N)nc(SCC(=O)c2ccc3c(c2)NC(=O)CO3)n1	1	-19	8	-0.2%	3	-3	13	-3	-3.9
Cc1cc(C)n(-c2nnc(C)n2/N=C/c2cc(Br)ccc2OCc2ccccc2)n1	0	25	-29	0.0%	11	-5	-7	28	0.1

Rewritten in CSV form: part of the list above
smiles,D1 potentiator,D1 antagonist,RXFP1 antag,RXFP1 ag,D1 ag,TRHR enhancer,D2 potentiator,D2 antagonist,D2 agonist
COCc1cc(C)nc(Nc2ccccc2C)c1C#N,-8,-3,-9,1.0%,4,9,15,-14,0.1
CCN(C(=O)CSc1nc2ccccc2n1CC(=O)NCc1ccc(OC)cc1)c1ccccc1,3,-2,nt,5.5%,35*,-1,-1,nt,nt
CN(C)S(=O)(=O)c1ccc2c(c1)C(CC(=O)O)OC2=O (configuration not stated),3,0,6,-0.1%,3,-2,3,2,0.3
O=C(COC(=O)c1ccccc1O)Nc1cccnc1Cl,-7,0,9,1.5%,1,5,-1,16,0.0
CCn1c(SCC(=O)N/N=C/c2c[nH]c3ccccc23)nnc1-c1ccc(C(C)(C)C)cc1,1,0,-17,2.5%,1,-1,19,-4,-0.3
c1ccc(-c2cn(C[C@H]3CC[C@@H]([C@@H]4CC[C@H](Cn5cc(-c6ccccc6)nn5)O4)O3)nn2)cc1,-6,3,nt,1.2%,-2,11,2,-28,-0.9
O=C1CSC(c2ccccc2)N1CC(O)c1ccc([N+](=O)[O-])cc1 (configuration not stated),-6,-18,-9,-1.8%,1,-4,-4,-1,1.0
CC(O)[C@H]1CC[C@H]2[C@@H]3CC[C@H]4C[C@H](O)CC[C@]4(C)[C@H]3[C@H](O)C[C@]12C (some centres not stated),-3,-50*,nt,-0.9%,72*,-4,nt,nt,nt
Cc1cc(=O)c(C(=O)Nc2cccc(N3CCCC3=O)c2)nn1-c1ccccc1Cl,1,9,5,-0.2%,3,6,20,-23,0.4
O=C(CCS(=O)(=O)c1ccccc1)N1CCN(c2cccc(C(F)(F)F)c2)CC1,-10,-20,-7,2.7%,21,-6,-17,-25,0.0
Nc1cc(N)nc(SCC(=O)c2ccc3c(c2)NC(=O)CO3)n1,1,-19,8,-0.2%,3,-3,13,-3,-3.9
Cc1cc(C)n(-c2nnc(C)n2/N=C/c2cc(Br)ccc2OCc2ccccc2)n1,0,25,-29,0.0%,11,-5,-7,28,0.1

The listing continues.
SMILES	D1 potentiator	D1 antagonist	RXFP1 antag	RXFP1 ag	D1 ag	TRHR enhancer	D2 potentiator	D2 antagonist	D2 agonist
Cc1ccc(C(=O)CNc2cc(C)ccc2C)cc1	-3	13	1	-0.6%	3	1	10	-14	1.1
O=C(NCCNS(=O)(=O)c1cccc(C(F)(F)F)c1)c1cc(OCC(F)(F)F)ccc1OCC(F)(F)F	0	-16	-16	2.0%	16	-8	-3	0	-0.5
CC(=O)Nc1ccc(S(=O)(=O)Nc2nccs2)cc1	4	-1	0	1.1%	3	-3	3	10	0.1
CC(C)Cn1c(N)c(C(=O)CSc2nc3ncc(Cl)cc3[nH]2)c(=O)n(C)c1=O	-3	-8	-1	3.9%	1	-1	-6	-10	-0.2
C/C(=N/NC(=O)CNC(=O)COc1ccccc1)c1ccco1	-3	-1	-11	-1.3%	1	17	-17	6	1.0
CC1(C)NC(=O)N(CC(O)CN2C(=O)NC(C)(C)C2=O)C1=O	0	1	14	-0.2%	2	-4	-12	13	-0.3
CCOC(=O)CC(NC(=O)CCc1c(C)nc2cc(-c3ccccc3)nn2c1C)c1ccc(C)cc1 (configuration not stated)	-7	-13	nt	0.1%	11	-2	-6	nt	-0.4
COc1cc(OC)cc(C(=O)Nc2cccc3nc(C)ccc23)c1	1	11	0	1.3%	5	-3	6	-13	-0.3
Cc1ccc(S(=O)(=O)Cc2ccc(C(=O)N3CCN(c4cc(C)ccc4C)CC3)o2)cc1	-8	-1	-9	1.3%	1	-2	8	7	-0.7
Cc1ccc(C2CC(=O)Nc3cc4c(cc32)OCO4)o1 (configuration not stated)	-6	6	4	0.1%	2	0	-8	6	-0.2
CCCN1CCC(=O)N([C@H](COc2ccccc2)Cc2ccccc2)CC1	-6	-20	nt	-0.1%	1	-7	-4	39*	0.5
Cc1sc2ncnc(N3CCC(C(=O)Nc4cc(Cl)ccc4Cl)CC3)c2c1C	13	4	-9	8.7%	1	5	-26	26	-0.3
CC(C)c1ccc(OCC(=O)NC(Cc2c[nH]c3ccccc23)C(=O)O)cc1 (configuration not stated)	4&2	-4&-6	-20&-6	-3.6%&5.2%	1&1	-10&2	-4&-11	-12	-0.7&0.4
CCCOc1ccc(C(=O)Nc2nc(C)c(Cc3ccc4c(c3)OCO4)s2)cc1	2	16	4	4.1%	7	0	6	-6	0.3
O=C(NCCc1ccc(Cl)cc1)c1ccc2c(c1)N(Cc1ccc(F)cc1Cl)C(=O)CS2	1	-4	nt	-1.1%	0	1	-3	nt	1.1
CCn1c2c(c(=O)n3ncc(C(=O)N4CCN(c5ccccc5)CC4)c13)CN(Cc1ccc(OC)cc1)CC2	-3	-27	-23	4.4%	0	-4	nt	nt	4.3
CCCOC(=O)c1ccc(NC(=O)c2cn(CC)c3nc(C)ccc3c2=O)cc1	1	11	nt	1.9%	0	-7	-6	1	0.4
COc1ccc(NC(=O)[C@H](NC(=O)[C@@H]2Cc3ccccc3CN2)c2ccccc2)cc1	0	9	-12	2.9%	4	2	-22	-16	1.2
N#CNC(=Nc1cccc(F)c1)SCc1ccccc1F	-4	-40*	5	1.0%	20	-10	-14	-2	1.7
CC(C)Oc1ccc(OCCSc2nc3ccccc3n2CC(=O)O)cc1	12	-1	1	-0.5%	0	19	3	0	0.4
